From PubChem BioAssay
MITF inh: MITF inhibitors, primary screen, biochemical, AlphaScreen, human; Microphthalmia-associated transcription factor (Homo sapiens), O75030; AlphaScreen MITF homodimerization, bead proximity signal; inhibition, % at 2.6 µM; 650,000 tested, 0.91% active; in the data active = inhibition above about 50%;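 note: 0% = vehicle wells with protein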
TEAD-YAP block: TEAD-YAP interaction inhibition, primary screen, TEAD-YAP interaction inhibitor project, luminescence, HEK-TIYL cells; 640,000 tested, 1.4% active; TEAD-Gal4/YAP UAS-luciferase luminescence; inhibition, % at 9.12 µM; in the data active = inhibition above about 32%;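 note: 0% = median of test compound wells and 100% = reference inhibitor wells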
FBW7 activator: FBW7 E3 ligase activators, primary screen, biochemical, AlphaScreen, human. normalized activity (activation), % at 26.1 µM. 650,000 tested, 0.13% active. AlphaScreen FBW7–phospho-cyclin E peptide binding, activator screen; in the data active = normalized activity above about 1.9%;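 note: purified mutant Fbw7 with reduced substrate affinity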
Target sequence (Q969H0 whole entry, looked up): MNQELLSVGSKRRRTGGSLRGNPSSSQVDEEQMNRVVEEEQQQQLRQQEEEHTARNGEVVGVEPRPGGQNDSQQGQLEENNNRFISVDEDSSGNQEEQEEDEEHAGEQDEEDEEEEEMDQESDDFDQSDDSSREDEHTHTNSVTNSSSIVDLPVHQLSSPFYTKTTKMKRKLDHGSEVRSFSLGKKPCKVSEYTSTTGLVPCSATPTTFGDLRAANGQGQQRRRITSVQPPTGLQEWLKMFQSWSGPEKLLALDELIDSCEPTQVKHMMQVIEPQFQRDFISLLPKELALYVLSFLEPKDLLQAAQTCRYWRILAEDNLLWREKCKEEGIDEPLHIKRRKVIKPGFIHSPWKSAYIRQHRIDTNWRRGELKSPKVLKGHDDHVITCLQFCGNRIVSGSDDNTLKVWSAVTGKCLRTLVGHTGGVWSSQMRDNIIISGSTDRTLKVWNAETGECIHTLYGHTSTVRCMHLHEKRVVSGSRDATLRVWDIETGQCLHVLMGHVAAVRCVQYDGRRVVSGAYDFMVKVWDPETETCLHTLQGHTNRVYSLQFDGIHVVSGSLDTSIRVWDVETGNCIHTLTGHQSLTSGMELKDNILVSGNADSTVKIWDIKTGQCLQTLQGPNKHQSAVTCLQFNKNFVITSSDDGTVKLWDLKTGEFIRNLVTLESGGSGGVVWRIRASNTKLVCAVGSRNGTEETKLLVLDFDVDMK
GPR151 ag: activators of human GPR151, primary screen, cell-based, PathHunter beta-arrestin, luminescence; activation, % at 11.2 µM; PathHunter beta-arrestin GPR151 cells; AID 1508602, 2020; 650,000 tested, 1% active; in the data active = activation above about 4.9%;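 note: 0% = median of compound wells and 100% = cells with positive control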
Target sequence (Q8TDV0 whole entry, looked up): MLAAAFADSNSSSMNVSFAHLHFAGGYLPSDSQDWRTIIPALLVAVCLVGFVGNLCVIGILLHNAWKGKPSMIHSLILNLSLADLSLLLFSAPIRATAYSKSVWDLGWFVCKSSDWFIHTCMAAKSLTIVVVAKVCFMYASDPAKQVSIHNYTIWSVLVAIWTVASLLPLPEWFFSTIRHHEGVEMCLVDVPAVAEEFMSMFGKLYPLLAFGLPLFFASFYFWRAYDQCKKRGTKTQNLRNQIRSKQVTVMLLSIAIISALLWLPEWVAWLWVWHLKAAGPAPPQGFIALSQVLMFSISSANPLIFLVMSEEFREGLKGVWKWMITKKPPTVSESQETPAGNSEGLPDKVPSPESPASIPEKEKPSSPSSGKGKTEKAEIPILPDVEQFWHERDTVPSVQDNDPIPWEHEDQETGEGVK
An asterisk follows results filed as active; & = joins results of further samples.

SMILES	MITF inh	TEAD-YAP block	FBW7 activator	GPR151 ag
CC1CCCN(C(=O)CC(C)S(=O)(=O)c2ccc3c(c2)OCC(=O)N3)C1 (centres undefined)	12	0	0.1	-1.3
c1cc2c3c(cccc3c1)NC(c1ccncc1)N2	0	-3	-0.2	1.2
Nc1nnc(CC(=O)N/N=C/c2ccccc2OS(=O)(=O)c2ccccc2)s1	-3	-2	-0.1	-0.8
CC(C)N1C(=O)C2C3C=CC(O3)C2C1=O (centres undefined)	10	-16	0.5	-0.7
CCNC(=O)NC(=O)C(C)Sc1nnc(C2CCCCC2)n1N (centres undefined)	-8	2	-0.3	-0.8
CCOC(=O)c1sc(NC(=O)CCCc2cccs2)c(C#N)c1C	-11	0	0.0	1.5
CC(O)CNCC(O)COc1cc(Cl)ccc1Cl (centres undefined)	-8	-3	-0.1	0.1
COc1cc(C=O)ccc1OC(C)C(=O)O (centres undefined)	-12	-5	-0.1	-0.4
CCC(NC(=O)c1ccc(C#CC2(O)CCCCC2)cc1)C(=O)O (centres undefined)	-11	-6	-0.1	-0.5
CC(C)c1ccc(NC(=O)CSc2nc3ccc(NC(=O)c4ccccc4)cc3s2)cc1	3	4	0.3	0.2
CCCCNC(=O)/C(=C/c1cccc([N+](=O)[O-])c1)NC(=O)/C=C/c1ccccc1	-7	-10	0.1	-0.5
O=C(N/C(=C\c1ccc(-c2ccc(F)cc2)o1)C(=O)N1CCOCC1)c1ccccc1	-5	18	0.0	0.7
Cc1cc(C)c(S(=O)(=O)Nc2ccccc2C(N)=O)c(C)c1	2	-6	0.1	0.0
CC(=O)Oc1ccc2occ(C(=O)c3cc4ccccc4o3)c2c1	11	54*	0.5	-4.9
CCOc1ccc(Br)cc1S(=O)(=O)Nc1ccc(C(N)=O)cc1	8	2	0.0	0.2
COc1ccc(-c2nnn(CC(=O)NCCc3ccccc3)n2)cc1	0	4	0.0	0.4
Cn1c(CC(=O)NNC(=O)CCS(=O)(=O)c2ccccc2Cl)nc2ccccc21	8	4	-0.1	-0.9
COCc1nnc(SCC(=O)Nc2cccc(Cl)c2C)n1-c1ccccc1	-11	4	0.0	-0.5
Cc1cc(C(=O)C(C)Sc2nnnn2-c2ccccc2)ccc1O (centres undefined)	5	4	0.2	-1.5
O=C(NCCCN1CCCCCC1)c1ccc2c(=O)n(Cc3ccc(Cl)cc3)c(=S)[nH]c2c1	-1	-1	0.5	0.1

Random excerpt: 2 entries already listed, in no set order.
SMILES	MITF inh	TEAD-YAP block	FBW7 activator	GPR151 ag
COCc1nnc(SCC(=O)Nc2cccc(Cl)c2C)n1-c1ccccc1	-11	4	0.0	-0.5
O=C(N/C(=C\c1ccc(-c2ccc(F)cc2)o1)C(=O)N1CCOCC1)c1ccccc1	-5	18	0.0	0.7

Later entries:
SMILES	MITF inh	TEAD-YAP block	FBW7 activator	GPR151 ag
CCC(NS(=O)(=O)c1ccc2c(c1)NC(=O)C(C)C(=O)N2)c1cccs1 (centres undefined)	12	-2	-0.3	0.5
CCCNc1nc(N2CCCC2CO)nc2c1ncn2C1CCCCC1 (centres undefined)	5	-15	-0.2	0.8
CCSc1nc(C)c(-c2csc(/C(C#N)=C/c3ccc(Cl)cc3)n2)cc1C#N	0	8	0.0	2.7
CC1(c2cccs2)CC(c2cccs2)=Nc2ccccc2N1 (centres undefined)	17	-59	-0.3	-1.1
CSc1cccc(C(=O)N(CCn2cccn2)c2nc3c(C)cc(C)cc3s2)c1	95*	-7	0.0	0.0
CCCOc1ccc(-c2csc(N)n2)cc1[N+](=O)[O-]	5	-56	0.0	0.1
Cc1ccc(Cl)c(OCC(=O)NCc2ccco2)c1	9	-24	-0.1	-0.7
COc1ccc(N2C(=O)C(CC(N)=O)N(NC(=O)CCc3ccccc3)C2=O)cc1 (centres undefined)	-4	4	0.0	0.8
COc1cncc(-c2cnc3c(n2)[nH]c(=O)n3-c2ccccc2)c1	1	2	0.5	0.2
C=CCNc1cc(-c2ccccc2)nc2ncnn12	-2	-3	-0.1	-0.1
CCOC(=O)c1[nH]c2ccc(C)cc2c1NC(=O)CN1CCOCC1	12	3	0.4	-0.3
Cc1ccc(S(=O)(=O)NC[C@@H]2CC3C=CC2C3)cc1 (some centres undefined)	10	1	-0.1	-1.0
Cc1c(C)n2c(SCC(=O)N3CCCc4ccccc43)nnc2[nH]c1=O	-2	6	-0.3	-0.8
CCC1CCCCN1S(=O)(=O)c1ccc(F)c(C(=O)Nc2cccc(C)c2C)c1 (centres undefined)	1	-8	-0.1	-1.0
O=C(NC1CCCCCCC1)c1ccc2nc3ccc(Cl)cc3c(=O)n2c1	5	-1	0.0	0.0
CN1CCN(c2ccc(CNS(=O)(=O)c3ccccc3)cc2)CC1	-4	-4	0.0	3.6
CCC(C)N1C(=O)/C(=C/c2c(NCCOCCO)nc3ccccn3c2=O)SC1=S (centres undefined)	-4	-9	-0.2	2.1
COc1ccc(Cn2c(SCC(=O)Nc3cccc(OC)c3)nc3ccsc3c2=O)cc1	-5	3	-0.1	-0.1
CCc1c(C(=O)N2CCc3c([nH]c4ccccc34)C2)c(=O)cc(C)n1CC1CCCN1CC (centres undefined)	-4	-3	0.0	0.0
CC(=O)Nc1ccc(N(C(=O)c2ccco2)C(C(=O)NC2CCCC2)c2cccnc2)cc1 (centres undefined)	14	-6	-0.1	-0.4
COCCNc1nc(-c2cccc([N+](=O)[O-])c2)cs1	0	-42	-0.2	-1.1
COC(=O)C1=C(C)N(c2ccccc2)/C(=C\c2ccc(OCC(=O)Nc3ccccc3OC)cc2)C1=O	11	-1	-0.1	0.7
COC(=O)Nc1ccc(C)cc1Br	0	0	0.2	-0.3
Cc1cc(Br)ccc1NC(=O)NC1CC(=O)N(c2ccc(F)cc2)C1 (centres undefined)	6	2	0.1	1.6
COc1ccc(CN2C(=O)CCC2CCNCc2cccc(F)c2)cc1 (centres undefined)	0	6	0.0	-0.4
Cn1ncc(C#N)c1NC(=O)C1CC(c2ccccc2Cl)=NO1 (centres undefined)	-1	5	-0.1	1.3
CNC(=O)CN(c1cccc(C)c1)S(=O)(=O)c1ccc(Cl)cc1	-12	-10	-0.2	-0.2
CCN1C(=O)C(CC(=O)Nc2ccc(F)cc2)N(CCc2ccc(OC)c(OC)c2)C1=S (centres undefined)	-12&7	-4&-2	-0.2&0.1	0.5&1.3
CCCNc1cc(C)nc(N2CCc3ccccc3C2)n1	-12	-33	0.0	0.5
Cc1ccc(-n2c(=S)sc3c(=O)n(-c4ccccc4)c(SCc4ccccc4C)nc32)cc1C	-2	-2	-0.1	0.1
Cc1cc(NC(=O)CN2C(=O)CC(c3ccccc3)Sc3ccccc32)no1 (centres undefined)	-2	17	-0.1	1.1
O=C(Nc1ccc(-n2cccn2)cc1)C1CCN(Cc2cnn(-c3cccc(F)c3)c2)CC1	-9	-4	-0.1	-0.7
Cn1c(=O)n(C)c2cc(/C=C(\C#N)C(N)=S)ccc21	3	2	-0.1	2.3
O=C(NCCc1ccccc1)c1ccccc1NC(=O)C1COc2ccccc2O1 (centres undefined)	12	-40	0.3	-0.8
CCOC(=O)c1c(NC(=O)CSc2nnc(CNC(=O)c3cccs3)n2C)sc2c1CCCCC2	5	0	0.1	-0.2
O=[N+]([O-])c1cc(S(=O)(=O)N2CCN(C34CC5CC(CC(C5)C3)C4)CC2)ccc1Cl	-2	-1	-0.1	3.3
CCc1nc2ccccc2n1CC(O)COc1ccc(C(C)C)cc1 (centres undefined)	1	3	0.0	1.4
CC(C)CCn1c(-c2ccccc2)nc2ccccc21	-11	7	0.1	8.6*
c1ccc(-c2cc(N3CCC4(CC3)OCCO4)nc(-c3ccccn3)n2)nc1	114*	68*	-0.8	0.7
CCC(C(=O)O)N1C(=O)/C(=C/c2cc(OC)c(OC)c(OC)c2)SC1=S (centres undefined)	6	2	-0.1	-2.0
CCCc1nc2ccccc2n1CC(O)COc1ccc(C(=O)O)cc1 (centres undefined)	6	-3	0.0	0.1
CN(C)S(=O)(=O)c1ccc2[nH]c(O)c(N=NC(N)=S)c2c1	7	1	0.0	-1.5
CC(C)(C)c1ccc(-c2nc(N3CCCC3)c3ccccc3n2)cc1	10	12	-0.2	-0.5
O=C(NNC(=O)c1cccc2ccccc12)c1ccc([N+](=O)[O-])cc1Cl	3	-13	-0.3	0.6
Cc1ccc(C2CC(c3cccs3)=NN2C(=O)CSc2nnc(CNC(=O)c3cccc(F)c3)n2-c2cccc(C)c2)cc1 (centres undefined)	3	-8	0.0	-0.5
Cc1nc2cc(C(=O)O)ccc2n1CCO	-1	-10	0.0	0.9
CC(C)(C)NCC1(CO)SC(N)=NC1=O (centres undefined)	25	1	0.3	-0.9
CCOc1ccc(N(CC(=O)Nc2ccc(OC)cc2OC)S(=O)(=O)c2ccc(Cl)cc2)cc1	-3	-7	-0.2	-0.1
C=CCn1c(SCC(=O)N2CCCC2)nc2cc(C(=O)N3CCC(C(N)=O)CC3)ccc2c1=O	3	3	0.2	4.1
O=C(O)CCC(=O)Nc1ccccc1NC(=O)CCC(=O)O	-1	-3	-0.1	0.5
Continued:
SMILES	MITF inh	TEAD-YAP block	FBW7 activator	GPR151 ag
CCOC(=O)c1ccc(NC(=O)CCc2c(C)nc3nc(CN)nn3c2C)cc1	6	2	-0.4	-0.7
CCOC(=O)N1CCN(C(=O)c2cc3n(n2)C(C(F)(F)F)CC(c2ccc(Cl)cc2)N3)CC1 (centres undefined)	-17	11	0.0	-1.6
CCCC(=O)c1ccc(N2CCN(C(C)=O)CC2)c(F)c1	-2	-17	-0.1	-1.4
O=S(=O)(Nc1ccc(O)c(Br)c1)c1ccc(Cl)cc1	5	1	0.1	1.8
CCC1C(=O)N=C(SCC(=O)Nc2nc(-c3ccccc3)cs2)NC1=O (centres undefined)	11	11	0.5	-1.0
O=C(c1cnc(N2CCN(c3ccccn3)CC2)c2ccccc12)N1CCN(c2cccc(Cl)c2)CC1	5	12	-0.1	-0.4
Cc1ccc(C(=O)Nc2nccs2)cc1S(=O)(=O)N1CCCCCC1	13	-31	-0.1	1.9
CCCCCOc1ccc(CO[C@@H]2[C@H]3OC(C)(C)O[C@H]3O[C@@H]2C(O)CO)cc1 (some centres undefined)	2	22	0.4	-0.2
COCCNc1nc(C(C)C)nc2c1nnn2Cc1ccccc1	6	3	0.0	1.2
CCOC(=O)CSc1nc2ccc(Br)cc2c(=O)n1Cc1ccccc1OC	3	-12	1.0	0.3

Already shown: an excerpt of the list.
SMILES	MITF inh	TEAD-YAP block	FBW7 activator	GPR151 ag
C=CCn1c(SCC(=O)N2CCCC2)nc2cc(C(=O)N3CCC(C(N)=O)CC3)ccc2c1=O	3	3	0.2	4.1
O=C(O)CCC(=O)Nc1ccccc1NC(=O)CCC(=O)O	-1	-3	-0.1	0.5
CCOC(=O)c1ccc(NC(=O)CCc2c(C)nc3nc(CN)nn3c2C)cc1	6	2	-0.4	-0.7
CCOC(=O)N1CCN(C(=O)c2cc3n(n2)C(C(F)(F)F)CC(c2ccc(Cl)cc2)N3)CC1 (centres undefined)	-17	11	0.0	-1.6
CCCC(=O)c1ccc(N2CCN(C(C)=O)CC2)c(F)c1	-2	-17	-0.1	-1.4
O=S(=O)(Nc1ccc(O)c(Br)c1)c1ccc(Cl)cc1	5	1	0.1	1.8
CCC1C(=O)N=C(SCC(=O)Nc2nc(-c3ccccc3)cs2)NC1=O (centres undefined)	11	11	0.5	-1.0
O=C(c1cnc(N2CCN(c3ccccn3)CC2)c2ccccc12)N1CCN(c2cccc(Cl)c2)CC1	5	12	-0.1	-0.4
Cc1ccc(C(=O)Nc2nccs2)cc1S(=O)(=O)N1CCCCCC1	13	-31	-0.1	1.9
CCCCCOc1ccc(CO[C@@H]2[C@H]3OC(C)(C)O[C@H]3O[C@@H]2C(O)CO)cc1 (some centres undefined)	2	22	0.4	-0.2
COCCNc1nc(C(C)C)nc2c1nnn2Cc1ccccc1	6	3	0.0	1.2
CCOC(=O)CSc1nc2ccc(Br)cc2c(=O)n1Cc1ccccc1OC	3	-12	1.0	0.3

(cont.)
SMILES	MITF inh	TEAD-YAP block	FBW7 activator	GPR151 ag
Cc1ccc(C)c(NC(=O)Cn2cc3c(n2)CCCC3)c1	4	3	-0.1	-1.3
O=C(C[n+]1ccc2ccccc2c1)c1ccccc1	1	-48	-0.2	2.2
CCN1C(=S)NC2c3ccccc3OC1(C)C2C(=O)Nc1ccc(C)cc1C (centres undefined)	15	-1	0.1	0.6
CCCCc1nnc(NC(=O)C(C)Sc2nc(C)cc(=O)[nH]2)s1 (centres undefined)	6	-3	0.1	-2.0
CCN(CC)S(=O)(=O)c1ccc(C(=O)Nc2ccc(Cc3ccncc3)cc2)cc1	2	21	0.0	2.4
Cc1ccc(C(=O)N/C(=C/c2cccc([N+](=O)[O-])c2)C(=O)NCCc2ccccc2)cc1	-6	0	0.0	-0.8
CCOC(=O)C1=C(C)NC(=O)NC1c1cn(-c2ccccc2)nc1-c1cccs1 (centres undefined)	15	-4	0.4	-0.7
O=C(Cn1cnc2ccccc2c1=O)NCCC(=O)N1CCCc2ccccc21	9	6	0.0	0.3
Cc1nc2ccccc2c(=O)n1/N=C/c1ccccc1[N+](=O)[O-]	-20	-46	-0.2	2.1
COC(=O)c1ccc(NC(=O)C2CC(=O)N(Cc3ccc4c(c3)OCO4)C(=Nc3ccccc3)S2)cc1 (centres undefined)	16	-1	0.0	-1.5
O=C1N[C@@H](COCc2ccccc2)C(=O)N2CCN(C(=O)c3ccc(F)cc3)C[C@H]12	-4	-9	0.3	0.7
C=CCNC(=O)CSc1nc2cc3c(cc2cc1C#N)OCO3	6	-31	0.1	0.0

Random draw from the library; about 3.4% have a hit in one of these screens.
